Bioassay records: PubChem, The Scripps Research Institute Molecular Screening Center
ADAM10 inh – ADAM10 inhibition, QFRET primary screen. O14672. inhibition, % at 7 µM. hit rate 0.62% among 370,000. recombinant ADAM10, EDANS/DABCYL FRET peptide cleavage, 3 h. AID 720582;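 active means inhibition above a per-campaign cutoff equal to the mean of compounds falling between control-based bounds plus 3 SD, cut at about 20% in these data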;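 further: 0% = DMSO wells while the 100% control is not disclosed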
PLCb3 inh – PLC-beta3 (human) inhibition, primary screen; Q01970; Purified PLC-beta3, fluorogenic substrate, fluorescence; inhibition, % at 12.2 µM; hit rate 0.18% among 370,000; in the data active means inhibition above about 11%;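 further: 0% = median of compound wells on plate and 100% = full blocker control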
hcDAF12 agonist – activators of H. contortus DAF-12 nuclear receptor. HEK293 hcDAF-12 lit1-tk-luc reporter, luminescence; 0% DMSO, 100% Δ7-dafachronic acid. activation, % at 6.8 µM. hit rate 1.4% among 370,000. AID 652067;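 active means activation above the mean of all tested compounds plus 3 SD, cut at about 5.5% in these data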;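 further: 100% = response to 3 µM Δ7-dafachronic acid high control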
DAX1 inh-1 – blocks DAX1 repression of SF-1 activated StAR promoter | HEK293T StAR-luciferase reporter, SF-1/DAX-1 repression relief | inhibition, % at 6.8 µM | hit rate 1.1% among 370,000 | AID 652010;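 active means inhibition above the mean over all tested compounds plus 3 SD, cut at about 3.6% in these data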;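 further: 0% = DAX-1 cells with DMSO and 100% = cells lacking DAX-1 with DMSO; higher inhibition means more luminescence from relief of DAX-1 repression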
hgDAF-12 ag – agonists of H. glycines DAF-12 nuclear receptor; activation, % at 6.8 µM; AID 687014; HEK293 GAL4-hgDAF12 UAS-luciferase reporter, agonist luminescence; normalized to butyrate control; hit rate 1.8% among 370,000;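 active means activation above a cutoff set at the mean of all screened compounds plus 3 SD, cut at about 10% in these data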;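 further: 0% = DMSO wells and 100% = sodium butyrate wells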
GAA850 FXN act – frataxin GAA850 promoter activation. AID 540364. HEK293 lucGAA850 FXN promoter luciferase reporter, 24 h; percent of 10 µM SAHA response. hit rate 0.56% among 360,000. activation, % at 6 µM;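 active means activation above the average of all compounds screened plus 3 SD, cutoff fixed separately per campaign, cut at about 7.5% in these data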;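 further: 0% = DMSO wells and 100% = 10 µM SAHA wells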
ssDAF12 agonist – activators of S. stercoralis DAF-12 nuclear receptor. HEK293 ssDAF-12/GRIP1 lit1-tk-luc reporter, luminescence; % of 3 µM dafachronic acid response. hit rate 1% among 370,000. AID 652126. activation, % at 6.8 µM;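 active means activation above the mean over all tested compounds plus 3 SD, cut at about 0.9% in these data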;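 further: 0% = DMSO-only wells and 100% = 3 µM delta7-dafachronic acid wells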
ADAM17 inh – inhibits human ADAM17; inhibition, % at 6.95 µM; hit rate 0.83% among 370,000; AID 720648; recombinant ADAM17, EDANS/DABCYL FRET peptide cleavage;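 active means inhibition above the mean of compounds lying between control limits plus 3 SD, set per campaign, cut at about 8.5% in these data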;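 further: 0% = DMSO-only wells as the low control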
HGIII-sPLA2 inh – Inhibits HGIII-sPLA2 liposome hydrolysis, primary screen; hit rate 0.56% among 370,000; Q9NZ20; QFRET BODIPY PC-A2 liposome hydrolysis, fluorescence; AID 743126; inhibition, % at 12.2 µM;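 active means inhibition above mean plus 3 SD of compounds lying within the high and low control bounds, cut at about 19% in these data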;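 further: 0% = median of test compound wells and 100% = no enzyme DMSO wells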
PLCg1 inh – PLC-gamma1 (human) inhibition, primary screen | P19174 | purified PLC-gamma1, fluorogenic substrate, fluorescence | hit rate 0.84% among 370,000 | inhibition, % at 12.2 µM | AID 720700; in the data active means inhibition above about 9.5%
Target sequence (P19174 whole entry, looked up): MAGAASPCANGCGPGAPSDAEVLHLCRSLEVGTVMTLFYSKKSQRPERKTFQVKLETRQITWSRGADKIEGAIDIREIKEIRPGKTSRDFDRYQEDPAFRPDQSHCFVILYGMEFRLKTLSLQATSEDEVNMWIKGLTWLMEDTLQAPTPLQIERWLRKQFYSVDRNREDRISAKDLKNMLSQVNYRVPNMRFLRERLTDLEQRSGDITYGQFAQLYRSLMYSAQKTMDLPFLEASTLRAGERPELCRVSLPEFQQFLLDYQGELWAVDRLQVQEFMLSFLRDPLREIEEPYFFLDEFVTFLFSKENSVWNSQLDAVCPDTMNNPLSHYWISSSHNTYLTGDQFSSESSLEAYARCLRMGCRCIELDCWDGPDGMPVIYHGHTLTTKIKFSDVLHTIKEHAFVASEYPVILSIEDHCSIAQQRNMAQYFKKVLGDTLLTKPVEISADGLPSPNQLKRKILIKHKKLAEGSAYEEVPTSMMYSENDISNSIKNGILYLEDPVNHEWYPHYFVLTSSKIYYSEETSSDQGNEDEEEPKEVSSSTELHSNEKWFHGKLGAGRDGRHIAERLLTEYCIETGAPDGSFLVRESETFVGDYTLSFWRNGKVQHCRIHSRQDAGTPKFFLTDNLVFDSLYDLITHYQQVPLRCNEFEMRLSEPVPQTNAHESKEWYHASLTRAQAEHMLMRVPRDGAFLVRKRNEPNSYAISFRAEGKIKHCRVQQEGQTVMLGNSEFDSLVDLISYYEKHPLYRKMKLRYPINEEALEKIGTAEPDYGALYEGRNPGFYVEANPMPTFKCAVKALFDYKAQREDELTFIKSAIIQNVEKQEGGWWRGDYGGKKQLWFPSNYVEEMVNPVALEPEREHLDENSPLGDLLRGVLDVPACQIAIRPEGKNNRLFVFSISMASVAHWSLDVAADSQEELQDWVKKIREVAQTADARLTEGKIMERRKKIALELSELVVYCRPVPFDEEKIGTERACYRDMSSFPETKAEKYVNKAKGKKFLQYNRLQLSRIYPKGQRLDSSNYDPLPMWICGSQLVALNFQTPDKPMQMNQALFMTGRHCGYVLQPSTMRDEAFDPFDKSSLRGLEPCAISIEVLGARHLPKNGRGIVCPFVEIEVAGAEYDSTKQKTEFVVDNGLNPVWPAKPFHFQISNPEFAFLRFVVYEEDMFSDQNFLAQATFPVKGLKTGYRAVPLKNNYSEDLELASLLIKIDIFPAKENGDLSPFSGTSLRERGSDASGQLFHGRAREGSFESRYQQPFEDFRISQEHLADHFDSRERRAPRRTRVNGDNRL
DAX1 inh-2 – inhibitors of human orphan nuclear receptor DAX1 (NR0B1); P51843; inhibition, % at 6.75 µM; HEK293 Gal4-DAX1 luciferase reporter, luminescence; hit rate 0.99% among 340,000; AID 504766;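 active means inhibition above the mean over all tested compounds plus 3 SD, cut at about 4.2% in these data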;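 further: 0% = DAX1-transfected cells with DMSO and 100% = empty-vector control cells with DMSO; inhibition shows as a rise in luminescence from relieved DAX1 repression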
Starred values were filed as active, the others as inactive; · = not tested or not shown.

1) CCn1ccnc1CN(C)Cc1nc(-c2ccc3c(c2)OCO3)no1
2) CC(NC(=S)NCCCN1CCOCC1)C12CC3CC(CC(C3)C1)C2 (configuration not stated)
3) O=C(Nc1cccn(Cc2c(Cl)cccc2Cl)c1=O)c1ccc(Cl)cc1
4) COc1ccc2c(C)cc(SCC(=O)Nc3ncc(Cl)cc3Cl)nc2c1
5) COC(=O)[C@]12C[C@H](CC(=O)NCc3cccs3)C(=O)N(Cc3ccccc3)C1=C[C@H](C(C)(C)C)O[C@@H]2C
6) NC(=O)C1CCN(C(=O)/C=C/c2cc(Br)ccc2F)CC1
Screen / compound no. | 1 | 2 | 3 | 4 | 5 | 6
ADAM10 inh | 5.2 | 2.8 | 6.4 | -3.5 | 6.4 | 0.2
PLCb3 inh | 0.5 | -7.0 | -1.1 | -4.2 | 3.9 | 0.0
hcDAF12 agonist | -1.4 | -0.8 | -1.0 | 4.0 | -0.1 | -0.8
DAX1 inh-1 | 0.4 | 0.2 | -0.2 | -0.4 | -0.1 | 0.4
hgDAF-12 ag | 4.3 | -1.6 | -0.7 | -2.1 | -1.0 | -1.6
GAA850 FXN act | 2.1 | 2.5 | -2.8 | 1.8 | · | 0.0
ssDAF12 agonist | -0.4 | -1.0 | -1.4 | 0.1 | -0.8 | -1.6
ADAM17 inh | 1.2 | -0.8 | 2.6 | 1.3 | 0.4 | 3.8
HGIII-sPLA2 inh | 5.2 | 7.7 | 2.2 | 13.4 | -5.6 | 0.4
PLCg1 inh | 2.0 | 1.3 | -0.4 | -0.7 | 1.1 | 1.8
DAX1 inh-2 | 0.8 | -0.6 | -0.2 | -0.8 | · | -0.1

7) CC(C)NC(=O)c1onc(CSc2ccccc2)c1C(=O)O
8) CCOC(=O)C1=C(COC(=O)c2cc(S(=O)(=O)N3CCOCC3)ccc2F)NC(=O)NC1C (configuration not stated)
9) O=C(c1ccco1)N1CCN(C(=O)c2cccn3c(=O)c4c5c(sc4nc23)CCCC5)CC1
10) CCOC(=O)c1ccc(N=NN(C)C)cc1
11) Cc1ccc(N/C(N)=N/c2nc(CSc3nnc(N)s3)cc(=O)[nH]2)cc1
12) CCOC(=O)c1c(NC(=O)COC(=O)c2cc(OC)c(OC)cc2[N+](=O)[O-])sc(C)c1CC
Screen / compound no. | 7 | 8 | 9 | 10 | 11 | 12
ADAM10 inh | 4.1 | -9.5 | -88.0 | 0.2 | 0.7 | -8.1
PLCb3 inh | 1.4 | -6.5 | -413.9 | -1.7 | -9.5 | -2.7
hcDAF12 agonist | -1.4 | 0.5 | -1.8 | 1.0 | 0.6 | -2.6
DAX1 inh-1 | 0.1 | 0.0 | -0.2 | 0.7 | 0.3 | -0.2
hgDAF-12 ag | 0.1 | -2.1 | -1.5 | 3.3 | -0.5 | -4.0
GAA850 FXN act | -2.4 | 1.3 | 1.9 | 3.0 | 1.0 | 2.5
ssDAF12 agonist | -1.0 | -1.5 | -1.4 | -0.2 | -1.5 | -1.5
ADAM17 inh | -2.0 | -1.0 | -33.9 | 0.6 | -4.8 | 3.3
HGIII-sPLA2 inh | 0.1 | -0.3 | -0.3 | -9.6 | 2.2 | 13.1
PLCg1 inh | -0.4 | -1.7 | -289.7 | 1.7 | -0.2 | -1.0
DAX1 inh-2 | 0.9 | 1.7 | -0.1 | 1.8 | 0.2 | -0.9

13) COc1ccc(-n2cc(CNCCc3ncc(C)[nH]3)c(-c3ccccc3Cl)n2)cc1
14) COc1ccc(OC)c(/C=N/NC(=O)c2cc[n+](CC(=O)c3ccccc3)cc2)c1
15) CCCn1c(SCC(=O)NC2CCCCC2)nnc1-c1cccnc1
16) CCN(CC(=O)Nc1c(F)cccc1F)C(=O)c1ccc(OC)c(S(=O)(=O)NC2CCCC2)c1
17) CCOC(=O)N1CCN(C(=O)C[C@@H]2C(=O)N(CCc3ccc(Cl)cc3)/C3=C/CCCCC[C@@]32C(=O)OCC)CC1
18) O=c1c2ccccc2nc2n1C(CSc1ccc(F)cc1)CN2 (configuration not stated)
Screen / compound no. | 13 | 14 | 15 | 16 | 17 | 18
ADAM10 inh | -3.5 | -5.1 | -4.4 | 1.6 | -6.6 | -5.8
PLCb3 inh | 0.5 | -65.0 | -4.0 | 2.6 | -0.1 | -1.9
hcDAF12 agonist | -0.7 | 1.9 | -0.7 | -0.8 | -3.0 | 0.6
DAX1 inh-1 | 0.7 | -0.6 | -0.2 | -0.8 | -0.6 | -0.6
hgDAF-12 ag | 3.8 | 0.3 | -1.4 | -0.6 | -5.5 | -1.2
GAA850 FXN act | 0.5 | 3.0 | -0.7 | 0.8 | · | 0.0
ssDAF12 agonist | -1.6 | -0.1 | -0.9 | -0.4 | -1.4 | -0.9
ADAM17 inh | -4.1 | -3.0 | -4.6 | 2.2 | -0.3 | -0.3
HGIII-sPLA2 inh | -1.9 | -5.5 | 1.5 | 1.3 | -1.5 | 8.5
PLCg1 inh | 0.9 | -51.4 | -2.0 | 1.3 | 1.1 | 0.8
DAX1 inh-2 | · | -0.9 | 3.0 | -0.2 | · | 2.5

Compound profiles, as listed above. Order of screens: ADAM10 inh, PLCb3 inh, hcDAF12 agonist, DAX1 inh-1, hgDAF-12 ag, GAA850 FXN act, ssDAF12 agonist, ADAM17 inh, HGIII-sPLA2 inh, PLCg1 inh, DAX1 inh-2
CCCn1c(SCC(=O)NC2CCCCC2)nnc1-c1cccnc1 across the screens: -4.4, -4.0, -0.7, -0.2, -1.4, -0.7, -0.9, -4.6, 1.5, -2.0, 3.0
CCOC(=O)N1CCN(C(=O)C[C@@H]2C(=O)N(CCc3ccc(Cl)cc3)/C3=C/CCCCC[C@@]32C(=O)OCC)CC1 across the screens: -6.6, -0.1, -3.0, -0.6, -5.5, ·, -1.4, -0.3, -1.5, 1.1, ·
COc1ccc(OC)c(/C=N/NC(=O)c2cc[n+](CC(=O)c3ccccc3)cc2)c1 across the screens: -5.1, -65.0, 1.9, -0.6, 0.3, 3.0, -0.1, -3.0, -5.5, -51.4, -0.9
O=c1c2ccccc2nc2n1C(CSc1ccc(F)cc1)CN2 (configuration not stated) across the screens: -5.8, -1.9, 0.6, -0.6, -1.2, 0.0, -0.9, -0.3, 8.5, 0.8, 2.5

More results:
19) C=CCOC(=O)C1=C(C)NC(=S)NC1c1cccs1 (configuration not stated)
20) Nc1ccccc1C#Cc1cnccn1
21) CCN(CC(=O)Nc1c(F)cccc1F)C(=O)C1=COCCO1
22) CN(C(=O)COC(=O)C1CCN(S(=O)(=O)c2c(Cl)cccc2Cl)CC1)c1ccccc1
23) Cc1ccccc1C(=O)N1CCC(C(=O)N2CCN(c3ncccn3)CC2)CC1
24) N#Cc1c(N)n(-c2ccccc2N)c2nc3ccccc3nc12
Screen / compound no. | 19 | 20 | 21 | 22 | 23 | 24
ADAM10 inh | 6.3 | -10.0 | -7.5 | 1.8 | -14.6 | -19.1
PLCb3 inh | 6.1 | -2.5 | 0.7 | -5.5 | -10.1 | -47.4
hcDAF12 agonist | -3.2 | 0.5 | -0.3 | -0.4 | -3.0 | 0.8
DAX1 inh-1 | -0.5 | 0.0 | 0.5 | -0.9 | 0.3 | -0.2
hgDAF-12 ag | 0.3 | 2.2 | 0.7 | 0.9 | 3.1 | -1.9
GAA850 FXN act | -3.4 | -0.1 | 0.6 | 0.9 | -0.2 | 1.7
ssDAF12 agonist | -1.6 | -1.1 | -0.8 | -0.5 | -1.5 | -1.5
ADAM17 inh | 2.0 | -7.5 | -2.1 | -1.2 | -4.1 | -3.7
HGIII-sPLA2 inh | 15.0 | 7.0 | 7.3 | -6.9 | 0.5 | 0.6
PLCg1 inh | 2.5 | -2.9 | 0.4 | 2.0 | -6.7 | -10.8
DAX1 inh-2 | 0.2 | 1.0 | 0.3 | 0.4 | 0.1 | 2.0

25) Cc1ccc(N(C(=O)c2ccn[nH]2)C(C(=O)NC2CCCC2)c2cccs2)cc1 (configuration not stated)
26) COc1ccc(/C=C/C(=O)OCC(=O)N2CC(=O)Nc3ccccc32)cc1
27) CC1(C)CC(=O)C2(CC3=C(CC(C)(C)CC3=O)O2)C(=O)C1
28) COc1ccc(Cl)cc1NC(=O)NCC1CCN(Cc2cc(C)ccc2C)CC1
29) O=C(OCc1nnc(-c2ccc(Cl)cc2)o1)c1ccc(O)cc1
30) COc1cccc(Oc2cc(Cl)nc(N)n2)c1
Screen / compound no. | 25 | 26 | 27 | 28 | 29 | 30
ADAM10 inh | 0.3 | 3.4 | 3.6 | -2.4 | 0.5 | 3.1
PLCb3 inh | 2.6 | 2.6 | 0.6 | -2.9 | -2.2 | -6.9
hcDAF12 agonist | -0.6 | -1.1 | 0.7 | -2.4 | -1.0 | -0.6
DAX1 inh-1 | 0.4 | 0.2 | 0.5 | -0.6 | -0.8 | -0.3
hgDAF-12 ag | 2.4 | 0.1 | 0.7 | -2.2 | 4.7 | -1.2
GAA850 FXN act | · | -3.3 | 1.2 | -3.0 | 3.4 | 1.9
ssDAF12 agonist | -1.8 | -2.0 | -1.1 | -1.5 | -0.8 | -1.1
ADAM17 inh | -2.0 | -1.4 | -5.2 | -0.6 | 2.5 | -1.6
HGIII-sPLA2 inh | -0.2 | -7.0 | 1.2 | -6.0 | -26.5 | 3.2
PLCg1 inh | -3.0 | 5.1 | -3.5 | 2.6 | -4.7 | 0.2
DAX1 inh-2 | · | 1.2 | 1.2 | 0.6 | 0.9 | 2.1

31) COc1cc(/C=C/C(=O)Nc2ccc(N3CCCCC3)c(S(=O)(=O)Nc3ccccc3Cl)c2)cc(OC)c1OC
32) COC(CNC(=O)CC1C(=O)N(Cc2ccccc2)C(C)c2nc3ccccc3n21)OC (configuration not stated)
33) Clc1cccc(Nc2nc(-c3cccnc3)cs2)c1
34) COc1cccc(OCC(O)CO)c1 (configuration not stated)
35) O=C(Nc1ccccc1C(=O)N1CCCCCC1)c1ccccc1
36) CC(=O)c1ccc(NC(=O)CCc2nnc3ccc(N4CCCC4)nn23)cc1
Screen / compound no. | 31 | 32 | 33 | 34 | 35 | 36
ADAM10 inh | -3.7 | -3.9 | 9.6 | -4.7 | -6.4 | 1.3
PLCb3 inh | -4.8 | 1.2 | -0.8 | 4.3 | -4.7 | -5.8
hcDAF12 agonist | -2.5 | 0.3 | 8.9* | -1.5 | 2.8 | 2.1
DAX1 inh-1 | -0.6 | 0.5 | 0.6 | -0.7 | -0.1 | -0.4
hgDAF-12 ag | -0.2 | 0.1 | 11.3* | -0.5 | -1.8 | 3.9
GAA850 FXN act | 3.8 | 0.4 | 5.8 | -2.8 | 1.1 | 2.3
ssDAF12 agonist | -0.8 | -1.0 | 1.8* | -0.5 | -1.3 | -0.7
ADAM17 inh | -1.9 | -0.5 | 1.9 | -4.7 | -1.3 | -1.0
HGIII-sPLA2 inh | 6.3 | -1.3 | -16.1 | 1.1 | -5.9 | 0.7
PLCg1 inh | -1.2 | 3.4 | -1.8 | 0.2 | 0.2 | 3.3
DAX1 inh-2 | -0.6 | -2.0 | 5.4* | -0.2 | 3.1 | 1.3
